# ABHD5 PLIN5 PPI = blocks binding of human ABHD5 to perilipin-5; Split G. princeps luciferase complementation, luminescence, 4 h; inhibition, % at 4 µM; 360,000 compounds, 0.78% hits; AID 602281;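 active = inhibition above the mean inhibition across every tested compound plus 3 SD, cut at about 22% in these data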;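 note: 0% = DMSO only wells and the 100% control is not disclosed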
# Glyco luc inh = blocks N-linked glycosylation in D54 reporter cells | D54 ERlucT glycosylation luciferase reporter, 24 h; percent of 100 nM tunicamycin response | reporter increase, % at 12.5 µM | 360,000 compounds, 0.23% hits | AID 588692;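 active = mean luciferase reporter signal, scaled so untreated is 0 and the glycosylation-blocking control 100, at or above a set limit in every replicate; inconclusive = mean reaches the limit but not every replicate does; inactive = mean below the limit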;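 note: luciferase carries N-glycosylation sites so blocking glycosylation raises the light; 0% = median of neutral control wells and 100% = median of 100 nM tunicamycin wells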
# CaV13 ICDI inh = Disruptors of the CACNA1D IQ motif to Ca2+-dependent inactivation inhibitor domain association, primary screening, Förster resonance energy transfer in intact living … | HEK cells, CFP/YFP FRET ICDI-IQ, plate reader, 10 min; percent FRET-ratio fall versus neutral wells | inhibition, % at 12.3 µM | 340,000 compounds, 0.098% hits | AID 743397;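 active = mean replicate inhibition of at least 30% and at least 1% of replicates passing that level; inconclusive = only one of the two criteria is met; inactive = neither criterion is met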;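 note: 0% = median of the neutral control wells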
# MC4R antagonist = antagonists of human melanocortin 4 receptor (MC4R). P32245. MC4R-expressing cells, MTII-stimulated cAMP, LANCE TR-FRET. inhibition, % at 6.5 µM. 360,000 compounds, 0.48% hits;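 active = inhibition above its plate's cutoff, the mean of tested wells on that plate plus 3 SD, cut at about 29% in these data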;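 note: 0% = Melanotan II alone and 100% = Melanotan II plus saturating MCL0020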
#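 Assay system: U2OS-MC4R stable cell line; Also added: Melanotan II; Technique: Eu-cAMP/anti-cAMP TR-FRET, emission 671 nm; Times: 30-min compound, 1-h challenge, 1-h detection, room temperature.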
# H9c2 protect = protects H9c2 cardiomyocytes from peroxide injury; H2O2 injury protection, ATPLite, 2 h; protection from H2O2 cell death, % at 20 µM; 360,000 compounds, 0.63% hits;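 active = compounds giving at least 50% protection of heart cells from peroxide-induced death in the single-dose screen, raw or plate-pattern-corrected value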;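 note: 0% = DMSO wells with peroxide and 100% = DMSO wells without peroxide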
# HTR2A ag = activates the mouse 5-HT2A serotonin receptor; P35363; CHO-K1 mHTR2A beta-arrestin complementation, luminescence; percent of 30 µM serotonin response; activation, % at 7.6 µM; 360,000 compounds, 0.66% hits; AID 624169;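 active = activation above a run cutoff, the mean activation of all tested compounds plus 3 SD, cut at about 14% in these data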;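 note: 0% = plate median of compound wells and 100% = 30 µM serotonin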
# ABCB6 inh MLPCN = inhibitors of human ABC transporter ABCB6; AID 602162; fluorescence ratio to DMSO, % at 10 µM; Q9NP58; K562-ABCB6 porphyrin accumulation, flow cytometry, 1 h; active compounds read low; 360,000 compounds, 0.19% hits;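 active = fluorescence ratio to DMSO below 75%, the collection mean minus 3 SD; inconclusive = too few cells collected in the well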;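 note: signal is porphyrin accumulated inside mitochondria; 100% equals median channel fluorescence of DMSO control wells; lower ratio means ABCB6 inhibition with less porphyrin fluorescence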
# Target sequence (Q9NP58 whole entry, looked up): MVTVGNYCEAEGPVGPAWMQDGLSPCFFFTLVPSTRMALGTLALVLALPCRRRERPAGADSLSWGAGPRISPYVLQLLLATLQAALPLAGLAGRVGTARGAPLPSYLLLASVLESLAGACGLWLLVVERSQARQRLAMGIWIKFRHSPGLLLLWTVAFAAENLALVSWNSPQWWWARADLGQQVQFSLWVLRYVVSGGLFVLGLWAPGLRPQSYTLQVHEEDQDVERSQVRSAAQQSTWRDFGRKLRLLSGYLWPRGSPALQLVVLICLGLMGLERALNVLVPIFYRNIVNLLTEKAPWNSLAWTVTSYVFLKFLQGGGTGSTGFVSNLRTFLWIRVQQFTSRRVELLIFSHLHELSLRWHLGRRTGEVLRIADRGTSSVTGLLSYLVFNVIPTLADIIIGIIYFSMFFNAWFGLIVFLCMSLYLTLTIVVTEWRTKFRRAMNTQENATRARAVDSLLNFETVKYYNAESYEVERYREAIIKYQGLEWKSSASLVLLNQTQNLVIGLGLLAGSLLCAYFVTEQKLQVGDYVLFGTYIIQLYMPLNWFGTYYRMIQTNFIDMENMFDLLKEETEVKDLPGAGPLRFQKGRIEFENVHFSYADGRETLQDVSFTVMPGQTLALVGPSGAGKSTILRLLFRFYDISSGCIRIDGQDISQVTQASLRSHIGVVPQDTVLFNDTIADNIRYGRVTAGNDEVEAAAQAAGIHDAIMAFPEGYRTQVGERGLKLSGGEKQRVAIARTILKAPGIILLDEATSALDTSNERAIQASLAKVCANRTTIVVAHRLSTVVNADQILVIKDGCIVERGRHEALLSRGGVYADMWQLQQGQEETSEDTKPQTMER
# MC4R ag barr = activates human MC4R beta-arrestin recruitment | P32245 | U2OS MC4R beta-arrestin complementation, luminescence; percent of melanotan II response, DMSO zero | activation, % at 8.9 µM | 360,000 compounds, 0.98% hits | AID 540308;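 active = activation above a per-plate cutoff, the mean activation of sample wells on that plate plus 3 SD, cut at about 8% in these data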
# Granule exo inh = blocks lytic granule exocytosis | TALL-104 LAMP-1 surface exposure, flow cytometry; cells stimulated with thapsigargin and PMA | inhibition, % at 10 µM | 360,000 compounds, 0.66% hits;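 active = inhibition above about 55%, limit read from the data; inconclusive = no clear call, values can overlap the other calls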
# PDI inh = PDI (human) enzyme inhibition; inhibition, % at 10 µM; P07237; 350,000 compounds, 0.052% hits; PDI insulin aggregation turbidity, A650, 90 min;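 active = mean inhibition across replicates of 30% or more, whatever share of single replicates reach that level; inconclusive = mean inhibition below 30% while every single replicate reaches 30%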;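 note: absorbance from insulin aggregation driven by PDI reduction with DTT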
# * hit, by the source's call; ? = inconclusive; nt = no result given.
cpd	canonical_smiles	Granule exo inh	MC4R antagonist	HTR2A ag	PDI inh	CaV13 ICDI inh	MC4R ag barr	ABCB6 inh MLPCN	H9c2 protect	Glyco luc inh	ABHD5 PLIN5 PPI
1	CNC(=O)c1ccccc1F	-2	11	1	-2	-4	-1.6	90	1	-1	-1
2	O=C(CN1CCN(c2ccccc2F)CC1)NC(=O)NC1CCCCC1	-12	2	1	-3	-6	1.3	99	1	-1	2
3	CSc1sc(C)cc1C1C(C#N)=C(N)N(c2cccnc2)C2=C1C(=O)CCC2 (centres undefined)	-2	2	-4	-6	nt	-1.0	101	1	12	-3
4	O=C(N/N=C/c1cn(Cc2ccccc2)c2ccccc12)c1ccncc1	-4	-6	-9	2	-6	0.5	91	-3	-17	2
5	COc1cccc(N(C(=O)Cn2nnc(-c3ccc(Cl)cc3)n2)C(C(=O)NCC2CCCO2)c2ccc(C)cc2)c1 (centres undefined)	-1	3	0	1	1	-1.0	95	-10	-1	-2
6	CC(CCN1C(Nc2ccccc2)=NC[C@@H]1C)c1ccccc1 (some centres undefined)	-5	12	-4	-5	-9	-0.6	100	-20	-3	0
7	COC(=O)c1cc2n(n1)CCCNC2=O	1	4	7	-2	-5	1.0	99	9	1	2
8	CC1(C)Cc2c(cnn2-c2cccc(F)c2)C(NC(=O)CCN2CCCC2=O)C1 (centres undefined)	-12	-4	-3	-1	-7	-2.6	96	-1	3	0
9	O=C(NNC(=O)c1ccccc1Cl)c1ccc2c(c1)OCCO2	4	8	9	6	-3	-0.2	97	-10	1	6
10	Cc1ccc(S(=O)(=O)N2CCN(C(=O)COC(=O)/C=C/c3ccccc3[N+](=O)[O-])CC2)c(C)c1	4	11	4	-4	-20	1.4	97	-5	1	0
11	CC1CC(=O)N(C)c2ccc([N+](=O)[O-])cc2N1 (centres undefined)	-3	-2	8	3	-3	-1.9	94	-1	6	2
12	COc1cccc(C(O)c2cnc(C(C)C)n2C)c1OC (centres undefined)	8	5	1	-10	-7	1.0	96	9	0	-2
13	COc1ccc(C(=O)NCCSC2CCCCC2)cc1	5	12	-3	0	-7	2.3	96	-1	-1	6
14	OCC1(O)OC[C@@H](O)[C@H]1O (some centres undefined)	0	-1	3	nt	nt	-0.3	98	-1	-4	5
15	CC(=O)N/C(=C\c1ccccc1)C(=O)OCC(=O)c1c(N)n(CC(C)C)c(=O)n(C)c1=O	3	13	-4	4	-7	-4.1	93	14	1	-6
16	COc1ccc(C(=O)NCC(=O)Nc2cccc(S(=O)(=O)N3CCCC3)c2)cc1	-14	6	3	4	-5	1.1	98	7	-2	-5
17	COc1ccccc1CNC(=O)C(=O)Nc1nccs1	3	-4	-1	-5	-2	1.4	103	-2	2	1
18	COc1ccc(C(CNC(=O)c2cccc(S(=O)(=O)Nc3ccccc3OC)c2)N2CCCC2)cc1 (centres undefined)	7	3	-10	0	-2	-3.5	103	8	-4	-4
19	CCOc1ccc(Nc2nc(Cc3nnc(SCC(=O)c4ccc(C)c(C)c4)o3)cs2)cc1	-6	2	-2	-1	-9	2.3	93	-18	-6	-7
20	CN(C)C(=O)c1ccc(NC(=O)c2cncc(Br)c2)cc1	4	-3	0	-3	-5	-2.8	93	1	-6	4
21	Cc1ccn2c(=O)nc(SCC(=O)N3CCCCC3)nc2c1	0	1	-2	-5	-4	0.0	87	4	3	6
22	Cc1ccc(S(=O)(=O)N2CCCCC2)cc1NC(=O)Cn1cc(C(F)(F)F)ccc1=O	0	-2	1	6	-2	-1.2	99	-5	1	-9
23	COc1cccc(C2=NOC(C(=O)NCCN3CCOCC3)C2)c1 (centres undefined)	-1	8	1	3	-5	1.0	100	3	-1	-5
24	COc1ccc(NC(=O)CSc2ccc3nnc(CCNC(=O)c4ccccc4)n3n2)cc1	-2	3	2	7	-5	-4.0	103	7	nt	-2
25	COc1ccccc1C(=O)NCC(=O)OC(C)C(=O)N1CCOCC1 (centres undefined)	-3	22	-6	1	-6	-4.6	97	0	0	14
26	C=CCn1c(C)cc(C(=O)CSc2nnc(NC(C)C)s2)c1C	3	-3	7	0	nt	1.2	95	-8	-3	-3
27	Cc1ccccc1Nc1nc(N)nc(COc2ccc(C#N)cc2)n1	0	-6	0	18	-6	2.4	100	-8	6	10
28	CC(=O)N1CCc2cc(S(=O)(=O)Nc3cccc(C(F)(F)F)c3)ccc21	-1	10	3	5	-2	2.1	95	-35	-1	4
29	Cc1ccccc1[C@@]1(C)ON(c2ccccc2C(F)(F)F)C1=O	-3	6	8	14	-4	0.3	94	-19	8	0
30	Cc1cc(C)c2c(c1)C(=O)/C(=C/c1ccc(C(=O)O)cc1)CC2	-1	2	0	3	-3	2.1	93	20	1	14
31	Oc1cccc2c(-c3nn[nH]n3)ccnc12	-2	6	-1	-4	-6	-1.7	98	14	0	3
32	Cn1cc(CNC(=O)c2sc3cccc(Cl)c3c2Cl)cn1	0	-4	-5	-5	-4	-0.5	97	7	0	-2
33	CCOC(=O)C1/C(=N\O)CC(C)(O)C(C(=O)OCC)C1c1ccc(N(C)C)cc1 (centres undefined)	-4	-5	4	7	nt	-1.6	103	-2	2	-6
34	CCC(C)(C(=O)NC1CCCCC1)N(Cc1cccs1)C(=O)CC1NC(=O)NC1=O (centres undefined)	2	11	6	1	-9	-2.0	95	-7	2	6
35	COc1ccc(C(C)C)cc1S(=O)(=O)N1CC(C)OC(C)C1 (centres undefined)	-2	2	2	1	-1	-1.3	102	-5	2	-2
36	O=C1C2CCCN2C(c2ccc(F)cc2)N1c1nccs1 (centres undefined)	1	0	-4	1	-4	0.4	98	0	0	-21
37	O=C(Nc1ccc(Cl)cc1)C1C2CCCCC21 (centres undefined)	3	23	-3	1	20	1.2	98	-12	0	-5
38	C[C@H](NC(=O)Cc1cccc2ccccc12)C(=O)NCc1ccccc1	6	-3	2	-2	-2	-0.1	105	0	-1	-9
39	Cc1nnc(SCC(=O)Nc2ccccc2N2CCOCC2)s1	1	5	4	8	-3	-2.0	101	2	4	-3
40	O=C(CC1Sc2ccccc2NC1=O)NNc1cccc(Cl)c1Cl (centres undefined)	-1	-2	-2	2	-15	0.2	96	4	?	-6
41	O=C(CSc1ccc2nnc(CCNC(=O)c3ccccc3)n2n1)NCc1ccc(F)cc1	3	16	3	1	-5	3.7	98	-1	1	1
42	O=C(CN1CCN(c2ccccc2O)CC1)NC(=O)NC1CCCC1	-6	3	3	5	-2	-0.9	96	-2	2	-1
43	CC(C)COc1ccc(C(=O)NC(Cc2c[nH]c3ccccc23)C(=O)NN)cc1 (centres undefined)	-8	16	0	-3	-5	1.1	92	-5	-2	6
44	O=c1c(-c2ccco2)[n+]([O-])c2ccccc2n1OCc1c(F)cccc1F	3	-6	5	-12	-3	2.2	107	17	-2	7
45	O=C(c1ccc(-c2cccc(C(F)(F)F)c2)o1)N1CCCC(C(F)(F)F)C1 (centres undefined)	14	7	6	-7	-4	-0.2	94	-7	-2	-3
46	C=CCSc1nc2sc(C)c(C)c2c(=O)n1CC=C	4	-3	-1	-6	-5	2.2	97	4	nt	-6
47	CCC1(c2ccccc2)NC(=O)N(CC(=O)NCc2ccc(C)cc2)C1=O (centres undefined)	-9	5	3	-4	-2	-1.9	97	0	-1	-2
48	CC1CCC2(CC1)NC(=O)N(CC(=O)Nc1ccc(N3CCOCC3)cc1)C2=O (centres undefined)	0	-3	-1	-4	4	-2.1	102	1	0	2

# Next part, starting with the last 2 of the part before.
cpd	canonical_smiles	Granule exo inh	MC4R antagonist	HTR2A ag	PDI inh	CaV13 ICDI inh	MC4R ag barr	ABCB6 inh MLPCN	H9c2 protect	Glyco luc inh	ABHD5 PLIN5 PPI
47	CCC1(c2ccccc2)NC(=O)N(CC(=O)NCc2ccc(C)cc2)C1=O (centres undefined)	-9	5	3	-4	-2	-1.9	97	0	-1	-2
48	CC1CCC2(CC1)NC(=O)N(CC(=O)Nc1ccc(N3CCOCC3)cc1)C2=O (centres undefined)	0	-3	-1	-4	4	-2.1	102	1	0	2
49	COCCNC(=O)C(c1ccc(F)cc1)N(Cc1ccccc1)C(=O)CCC(=O)Nc1ccccn1 (centres undefined)	-19	4	6	-8	-3	-0.8	94	-6	2	-6
50	COc1cccc(C(=O)Nc2c(C(N)=O)oc3ccccc23)c1	-4	9	-2	5	-8	-0.8	96	111*	5	-7
51	CCOC(=O)c1sc2nccc(OC)c2c1N=CNOC	-6	-6	2	-2	-4	-1.5	97	10	1	-1
52	Clc1cccc(Cl)c1CON/C=N/c1ncnc2sccc12	-2	10	-4	13	-5	12*	86	-23	-7	-5
53	CC(Oc1ccc2c3c(c(=O)oc2c1)CCCC3)C(=O)NCC(O)c1ccccc1 (centres undefined)	-2	11	2	9	-3	-0.3	95	1	0	1
54	CC(C)Oc1cccc(C(=O)C2CCCN(C(=O)c3cc(C(F)(F)F)[nH]n3)C2)c1 (centres undefined)	2	1	-1	-1	-7	6.2	100	-5	0	-10
55	O=C(Nc1ccccc1Cl)NC1CCCCCCC1	2	-2	2	5	nt	-0.8	98	-4	-3	-5
56	CCN(CC)S(=O)(=O)c1ccc2c(c1)nc(CCC(=O)O)n2C	-2	8	1	-3	5	1.1	105	2	3	0
57	O=C(O)CCCNS(=O)(=O)c1ccc(Br)s1	3	-8	-2	10	-8	-1.6	98	2	1	2
58	O=c1[nH]c(=S)[nH]cc1Oc1ccc(Cl)cc1	3	13	2	-2	-6	-1.1	99	1	1	-7
59	O=C1NC(=S)S/C1=C\c1cc(Cl)cc(Cl)c1O	-2	1	4	-16	-12	-3.3	113	3	1	-8
60	CC1CCCC(C)N1C(=O)COC(=O)c1cc([N+](=O)[O-])ccc1N1CCOCC1 (centres undefined)	2	-2	1	8	-2	-3.6	102	7	-1	-12
61	CC1CCN(S(=O)(=O)c2cc(Br)cc(C(=O)NC3=NCCS3)c2)CC1	-2	16	2	-4	nt	0.5	97	-3	-2	7
62	COc1cccc2nc3cc(C)c(C)cc3nc12	1	-30	-2	0	-5	0.6	86	-12	-13	-26
63	Fc1ccc(CNC(=S)Nc2cccc(C(F)(F)F)c2)cc1	-8	0	-3	3	-4	7.8	100	-21	-3	-2
64	CCCCN(CCCC)CCNC(=O)c1ccc2nc(-c3ccccc3NC(C)=O)c(=O)[nH]c2c1	-4	9	-5	6	-2	-0.5	99	4	-7	-4
65	CC1(C(=O)NS(=O)(=O)c2cccs2)CCN1C(=O)c1ccccc1 (centres undefined)	-4	0	-2	8	-6	-0.2	99	1	1	14
66	Cc1c(NC(=O)CSc2n[nH]c(-c3ccccc3)n2)c(=O)n(-c2ccccc2)n1C	0	6	0	5	-5	-0.7	92	1	1	6
67	COc1ccc(OC)c(NC(=O)c2ccccc2SC)c1	-2	3	3	9	-7	0.7	99	0	5	4
68	Cn1c(N)c(N2CCCCC2)c(=O)n(CC(=O)Nc2cccc(C#N)c2)c1=O	1	13	20*	10	-5	-0.5	92	8	0	0

# Assay outcomes from PubChem BioAssay.
